RBX1-CUL1 inh = inhibitors of human ROC1-CUL1 ubiquitin ligase activity. E3 ubiquitin-protein ligase RBX1 (Homo sapiens) + Cullin-1 (Homo sapiens), P62877+Q13616. in vitro K48 di-Ub FRET, acceptor:donor ratio, 45 min. inhibition, % at 10 µM. 140,000 tested, 0.6% active. AID 1347404, 2020; in the data active = inhibition above about 25%
Target sequence (P62877 whole entry, looked up): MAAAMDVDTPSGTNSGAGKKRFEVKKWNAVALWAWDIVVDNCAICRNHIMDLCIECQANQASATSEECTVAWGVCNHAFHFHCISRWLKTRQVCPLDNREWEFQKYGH
Target sequence (Q13616 whole entry, looked up): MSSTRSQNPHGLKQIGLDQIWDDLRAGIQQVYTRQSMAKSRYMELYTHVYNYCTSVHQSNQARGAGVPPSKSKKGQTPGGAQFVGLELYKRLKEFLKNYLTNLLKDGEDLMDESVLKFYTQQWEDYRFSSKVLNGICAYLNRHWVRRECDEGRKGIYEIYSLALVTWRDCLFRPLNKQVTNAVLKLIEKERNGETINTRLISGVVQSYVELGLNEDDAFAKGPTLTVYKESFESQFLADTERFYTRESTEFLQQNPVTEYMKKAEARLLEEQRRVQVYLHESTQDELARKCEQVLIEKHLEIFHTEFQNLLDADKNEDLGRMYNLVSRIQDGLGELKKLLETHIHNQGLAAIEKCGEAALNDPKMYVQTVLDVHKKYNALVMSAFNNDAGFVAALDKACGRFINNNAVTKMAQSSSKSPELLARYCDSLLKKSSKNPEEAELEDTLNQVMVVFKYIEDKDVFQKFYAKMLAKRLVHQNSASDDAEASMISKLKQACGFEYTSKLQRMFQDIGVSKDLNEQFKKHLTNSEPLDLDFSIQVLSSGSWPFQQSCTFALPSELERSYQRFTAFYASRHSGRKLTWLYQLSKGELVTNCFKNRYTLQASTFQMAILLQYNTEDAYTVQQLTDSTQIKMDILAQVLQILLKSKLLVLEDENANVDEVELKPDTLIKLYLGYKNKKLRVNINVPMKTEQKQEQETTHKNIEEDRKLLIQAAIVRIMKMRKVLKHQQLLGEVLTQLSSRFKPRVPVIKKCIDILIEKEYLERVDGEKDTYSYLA
* hit, by the source's call; & = joins results of further samples. Not all compounds are listed, so the mix of outcomes need not match the whole.

RBX1-CUL1 inh,Molecule
-4,CCn1c2ccccc2c2cc(C=Nc3cccc(Cl)c3C)ccc21
-11,COc1ccc(-c2cc(-c3ccccc3)cc(-c3ccc(Cl)cc3)n2)cc1
-5,CCOC(=O)C(C)Oc1ccc(Sc2ccc(C(F)(F)F)cn2)nn1 (stereo unspecified)
-5,CCc1nc(N2CCN(c3ccccc3)CC2)c2c3c(sc2n1)CCCC3
-5,CSC1=NC(=O)C(C(c2ccc3c(c2)OCO3)C2C(=O)N=C(SC)N(c3ccccc3)C2=O)C(=O)N1c1ccccc1 (stereo unspecified)
2,O=C(C1CCOC1)N1CCc2[nH]nc(-c3ccccc3)c2C1 (stereo unspecified)
-6,COc1ccc(-c2cc(-c3ccccc3)nc3sc(C(=O)Nc4nc(-c5ccccc5)cs4)c(N)c23)cc1
4,Cc1c(C)n2c3c(=O)n(C)c(=O)n(C)c3nc2n1-c1ccc(O)cc1
-7,N#Cc1c(-n2ncnc2-c2cccc(Cl)c2)sc2c1CCCCC2
-9,Cc1ccc(CNC(=O)c2ccncc2)cc1
-8,CN1CCN(C(=O)C2CCN(c3nc(-c4ccccc4)nc4c3CCC4)CC2)CC1
-1,CCOc1cc(C(=O)NC(=S)Nc2cccc(Cl)c2C)cc(OCC)c1OCC
10,CSc1ccc2c(c1)C(N1CCN(C)CC1)Cc1ccccc1S2 (stereo unspecified)
-1,COc1ccc(N=C2C(=Nc3ccc(OC)cc3)N(c3ccc(OC)cc3)C(=S)N2C(=O)c2ccc(Cl)cc2)cc1
4,O=C(CNC(=O)c1ccc(N2C(=O)c3ccccc3C2=O)cc1)OCc1ccccc1Cl
-2,CC1(C)C2CCC1(C)C(OCC(O)CN1CCCC1)C2 (stereo unspecified)
-14,COCC1CCCN(C(=O)c2ccc(N(C)Cc3cccnc3)nc2)C1 (stereo unspecified)
-2,O=C(CC1NCCNC1=O)Nc1cc(Cl)ccc1Cl (stereo unspecified)
-8,CCn1c2ccccc2c2cc(NC(=O)c3ccccc3C)ccc21
-1,CCOc1ccc(NC(=O)Cn2c(=O)n(-c3ccc(C)cc3)c(=O)c3cc(OC)c(OC)cc32)cc1

Filtered by structure: those above containing sulfur.
RBX1-CUL1 inh,Molecule
-5,CCOC(=O)C(C)Oc1ccc(Sc2ccc(C(F)(F)F)cn2)nn1 (stereo unspecified)
-5,CCc1nc(N2CCN(c3ccccc3)CC2)c2c3c(sc2n1)CCCC3
-5,CSC1=NC(=O)C(C(c2ccc3c(c2)OCO3)C2C(=O)N=C(SC)N(c3ccccc3)C2=O)C(=O)N1c1ccccc1 (stereo unspecified)
-6,COc1ccc(-c2cc(-c3ccccc3)nc3sc(C(=O)Nc4nc(-c5ccccc5)cs4)c(N)c23)cc1
-7,N#Cc1c(-n2ncnc2-c2cccc(Cl)c2)sc2c1CCCCC2
-1,CCOc1cc(C(=O)NC(=S)Nc2cccc(Cl)c2C)cc(OCC)c1OCC
10,CSc1ccc2c(c1)C(N1CCN(C)CC1)Cc1ccccc1S2 (stereo unspecified)
-1,COc1ccc(N=C2C(=Nc3ccc(OC)cc3)N(c3ccc(OC)cc3)C(=S)N2C(=O)c2ccc(Cl)cc2)cc1

Continuation.
RBX1-CUL1 inh,Molecule
-8,CCc1ccc(NC(=O)Cn2c(=O)n(-c3cc(C)cc(C)c3)c(=O)c3oc4ccccc4c32)cc1
-4,CC(=O)c1ccc(N2CCN(C(=O)CCS(=O)(=O)c3ccc4c(c3)oc(=O)n4C)CC2)cc1
-7,COC(=O)c1c(C)c(C)c(C)c(C)c1C(=O)OC
-5,CCc1ccc(/C=C2/C(=O)N(CC)C(=S)N2C)s1
7,CCOc1c(C=[N+](C)C)c2ccccc2n1CC
-8,COc1cccc(-c2noc(-c3ccc(N(C)C)nc3)n2)c1OC
0,N#C/C(=C\c1ccccc1)S(=O)(=O)c1ccccc1
-4,Cc1cc(N2CCN(c3ccccc3)CC2)nc(-n2nc(C)cc2C)n1
0,COc1ccc(OC)c(-n2c(-c3cccc(C)c3)n[nH]c2=S)c1
-1,COc1cc(-c2cnn(CC(=O)Nc3ccnn3-c3ccccc3)c2)ncn1
-14,CCC1CN(CC(=O)NCCc2cccnc2)Cc2cc(OC)ccc2O1 (stereo unspecified)
5,CC(C)=CCN1CCNC(=O)C1CC(=O)N1CCCO1 (stereo unspecified)
5,CCOC(=O)NC1(C(F)(F)F)NC(=O)N(c2ccc(C)cc2)C1=O (stereo unspecified)
-6&6,COc1ccccc1C(=O)Nc1ccc2nc(SCC(=O)N3CCCC3)sc2c1
7,O=C(/C=C/c1cccc(Oc2ccccc2)c1)c1ccc[nH]1
-4,Clc1ccc(-c2noc(-c3ccccn3)n2)cc1
0,COc1ccc(CCCN2C(=O)O[C@@H]3CN(c4cc(N(C)C)ncn4)C[C@@H]32)cc1
3,Cc1ccccc1C(=O)Nc1sc2c(c1C(=O)N1CCC(C)CC1)CCC2
6,Cc1ccc(C)c(N2CCN(C(=O)c3cccn4c(=O)c5sccc5nc34)CC2)c1
4,Cc1ccc(OCC(=O)NCc2cccc(CNC(=O)COc3ccc(C)c(C)c3)c2)cc1C

A different layout for part of the listing above.
canonical_smiles,RBX1-CUL1 inh
N#C/C(=C\c1ccccc1)S(=O)(=O)c1ccccc1,0
Cc1cc(N2CCN(c3ccccc3)CC2)nc(-n2nc(C)cc2C)n1,-4

Continuation.
RBX1-CUL1 inh,Molecule
4,CC(=O)N1CCCc2cc(S(=O)(=O)N3CCCC(C(=O)Nc4ccc(F)cc4F)C3)ccc21 (stereo unspecified)
-6,CCC(=O)Oc1c(Cl)cc(/C=C2\N=C(c3ccccc3C)OC2=O)cc1OC
12,CCOC(=O)CC1(NCc2c(C(=O)N3CCCC3)nc3sccn23)CCCCC1
1,O=C(CSc1nnnn1-c1ccccc1)c1ccc2ccccc2c1
-9,CCN1CC(CNC2CCN(c3ccc(C(=O)NCc4ccc5c(c4)OCO5)cc3)CC2)CC1=O (stereo unspecified)
15,CCOC(=O)c1c(NC(=O)CSc2nnc(-c3ccncc3)n2-c2ccc(C)cc2)sc2c1CCCC2
0,O=C(N/N=C/c1nn(-c2ccccc2)cc1-c1ccc(Cl)cc1)c1ccncc1
-6,CC(C)OC(=O)c1c(-c2ccc(Cl)cc2Cl)csc1NC(=O)/C=C/C(=O)O
-3,CCN1CCC(N(Cc2ccc3c(c2)OCO3)C(=O)Nc2cc(F)ccc2F)CC1
-2,Cc1noc(C)c1S(=O)(=O)Nc1ccc(C(=O)Nc2ccc(C(C)C)cc2)cc1
4,CCOc1ccc(NC(=O)N2CCC(CN3CCC(C)CC3)CC2)cc1
6,COc1ccc(CCNC(=O)c2nc(-c3ccc(Cl)cc3)n3c2CCCCC3)c(OC)c1
1,Cc1cccc(C)c1OCC(=O)Nc1nonc1-c1ccc(Br)cc1
4,Cc1nnc(NC(=O)NCc2cccc(CN3CCCC3)c2)s1
5,CCCc1cc(C(=O)Nc2c(C)nn(Cc3ccc(Cl)c(Cl)c3)c2C)no1
14,Cc1cccc(C)c1NS(=O)(=O)Cc1ccccc1F
-4,C/C(=N\NC(=O)CN(c1ccccc1Br)S(C)(=O)=O)c1cccc(NC(=O)c2ccccc2)c1
5,CCOc1ccccc1NC(=O)c1ccc2oc(=O)c(S(=O)(=O)c3ccc(F)cc3)cc2c1
6,O=C(CN1CCCC1=O)NCc1cccnc1Oc1cccc(C(F)(F)F)c1
0,CCOc1cc(C(=O)Nc2cc3c(cc2N2CCCC2)n(C)c(=O)c(=O)n3C)cc(OCC)c1OCC

Not a retest: 4 of the compounds above.
RBX1-CUL1 inh,Molecule
4,CC(=O)N1CCCc2cc(S(=O)(=O)N3CCCC(C(=O)Nc4ccc(F)cc4F)C3)ccc21 (stereo unspecified)
-6,CCC(=O)Oc1c(Cl)cc(/C=C2\N=C(c3ccccc3C)OC2=O)cc1OC
12,CCOC(=O)CC1(NCc2c(C(=O)N3CCCC3)nc3sccn23)CCCCC1
1,O=C(CSc1nnnn1-c1ccccc1)c1ccc2ccccc2c1

Next section:
RBX1-CUL1 inh,Molecule
66*,O=c1[nH]cccc1I
0,CC(=O)c1ccc(NC(=O)c2ccncc2)cc1
0,Cc1c(Cl)c(C(F)(F)F)nn1CC(=O)N1CCN(C23CC4CC(CC(C4)C2)C3)CC1
9,O=C(O)c1sc2cc(Br)ccc2c1Cl
3,CCN1CCN(Cc2ccc(NC(=O)Nc3ccccc3OC)cc2)CC1
8,CC1CC(C)CN(C(=O)CSc2nc3ccccc3s2)C1 (stereo unspecified)
10,CN1CCCC2(CCN(Cc3cnn(-c4ccc(Cl)cc4)c3)C2)C1=O (stereo unspecified)
4,COc1cccc(N2CCN(S(=O)(=O)c3cn(C)c(C)n3)CC2)c1
-6,CCC(=O)Nc1ccc(Cl)c(NC(=S)NC(=O)c2ccc3ccccc3c2)c1
-8,CSc1ccc(-c2nc3cccc(C)n3c2Nc2ccc3c(c2)OCO3)cc1
-3,Cc1nnc(SCCCn2c(=O)[nH]c3ccccc32)s1
4,O=C(/C=C/c1ccc2c(c1)OCO2)c1ccc(OS(=O)(=O)c2ccc(Cl)cc2)cc1
3,CC1CC(=NC2CCCCC2)Nc2ccccc2N1Cc1ccccc1 (stereo unspecified)
0,CC(=O)Nc1ccccc1-c1nc2ccccc2n(CC(=O)Nc2cccc(C)c2C)c1=O
-3,CC(=O)N1CCc2cc(S(=O)(=O)NC(CC(C)C)C(=O)Nc3ccc(C(C)C)cc3)ccc21 (stereo unspecified)
-3,CCN1CCN(Cc2nc(N)nc(Nc3cccc(Cl)c3C)n2)CC1
17,CN(C(=S)Nc1ccccc1)C1CCCCC1
-2,CC1=NN(c2nc3ccccc3s2)C(=O)/C1=C\c1ccc2c(c1)OCO2
4,CNC(=O)C1CCN(S(=O)(=O)c2cc(C)ccc2C)CC1
-3,CCN(CC)CC(O)COc1ccc(CNCCc2cnccn2)cc1OC (stereo unspecified)

The list goes on.
RBX1-CUL1 inh,Molecule
-2,CC(=O)Nc1ccc(NS(=O)(=O)c2c(C(=O)N3CCC(C)CC3)c(C)n(C)c2C)cc1
3,Cc1cc(C)cc(NC(=O)CSc2c(C(C)C)cnc3c2c(=O)n(C)c(=O)n3C)c1
3,COc1ccc(OC)c(S(=O)(=O)Nc2ccc3c(c2)n(C)c(=O)n3C)c1
-2,COc1ccc(C2Nc3ccccc3N=C3CC(C)(C)CC(=O)C32)cc1 (stereo unspecified)
-2,CC(Cc1ccsc1)NC(=O)Nc1nnc(C(F)(F)F)s1 (stereo unspecified)
8,O=C(c1ccccc1Cl)N1CCN(S(=O)(=O)c2cccs2)CC1
-7,O=C1c2ccccc2NC(c2cccc(Cl)c2)N1/N=C/c1cccc(Cl)c1 (stereo unspecified)
-8,CCC(C)(c1nnnn1-c1ccc(C)cc1)N(C)C(=O)C(F)(F)F (stereo unspecified)
-3,Cc1ccc(NC(=O)c2ccncc2)nc1
-16,CCSc1nnc(Cc2ccccc2)n1-c1ccc(Cl)cc1
-10,CCc1cc(C(=O)NC2CC(=O)N(CC3CCCCC3)C2)on1 (stereo unspecified)
-11,CNC(C)c1cnc(N2CCCCCCC2)nc1C (stereo unspecified)
-9,Cc1ccc(N2CC(NC(=O)c3ccc(S(=O)(=O)N4CCCCC4)cc3)CC2=O)cc1 (stereo unspecified)
-2,CN1C(=O)C(O)(CC(=O)c2cccs2)c2cc(Br)ccc21 (stereo unspecified)
-3,CCCOc1ccc(C2c3c(-c4c(C)cc(C)cc4O)n[nH]c3C(=O)N2CCO)cc1 (stereo unspecified)
5,O=C(CC1Sc2ccccc2NC1=O)Nc1ccc2c(c1)OCO2 (stereo unspecified)
-6,CS(=O)(=O)NCCc1csc2nc(-c3ccccc3)nn12
-10,COc1ccc(-c2cc(C(=O)Nc3ccc([N+](=O)[O-])cc3[N+](=O)[O-])c3ccccc3n2)cc1
-3,CC1(C)CC(=O)C(C=Nc2cccc(NC(=O)c3ccccc3NC(=O)c3ccccc3)c2)C(=O)C1
4,CC1(C)COC(c2cccc(C3=NC(C)(C)CO3)n2)=N1

More results:
RBX1-CUL1 inh,Molecule
0,Cc1ccoc1C(=O)N1CCC(C2CCN(CCc3ccccc3)C2)CC1 (stereo unspecified)
-7,O=C(CSc1nc2sc3c(c2c(=O)n1-c1ccc(OC(F)F)cc1)CCCC3)c1ccc2c(c1)OCCO2
0,CCCSc1ncnc2sc(C)c(C)c12
1,Nc1scc2c(C(=O)N/N=C/c3ccc([N+](=O)[O-])cc3)nn(-c3ccccc3)c(=O)c12
-6,O=C(COC(=O)c1ccccc1Br)c1cccc([N+](=O)[O-])c1
5,Cc1c(/C=N/NC(=O)C2(O)c3ccccc3-c3ccccc32)cnn1C
-1,CCNC(=O)c1ccc(-n2c(-c3ccccc3)cc3c2CCCCC3)cc1
0,COc1ccccc1N1C(=O)c2ccc(C(=O)OCC(=O)c3ccc(C4CCCCC4)cc3)cc2C1=O
1,Cc1nc2ccc(NC(=O)N3CCOCC3)cc2s1
-4,CC(C)(C)c1cc2c(c(C(C)(C)C)c1)OC(c1c(O)ccc3ccccc13)N2 (stereo unspecified)
10,CCOC(=O)C1C(C)=NC(=O)NC1c1ccc(CC(C)C)cc1 (stereo unspecified)
6,Cc1ccc(-c2nnc(SCC(=O)NC3CCCC3)nc2-c2ccc(C)cc2)cc1
13,Brc1cccc(N=Cc2cnn(-c3ccccc3)c2)c1
5,CC(Sc1nc(-c2ccccc2)cc(C(F)(F)F)n1)C(=O)Nc1cccnc1Cl (stereo unspecified)
-4,CCOc1cc(C2NC(=O)N=C(C)C2C(=O)Nc2ccc(Br)cc2)ccc1O (stereo unspecified)
-2,CCc1nc(N2CCN(C)CC2)c2oc3ccccc3c2n1
3,COc1ccc2c(C)nc(N3CCCC(C(=O)NCc4cccc(OC)c4OC)C3)nc2c1 (stereo unspecified)
20,Cc1ccc(-c2nnc(SCC(=O)N/N=C/c3ccccc3)n2C)cc1
-7,O=C(Oc1ccc2c(c1)OCO2)C1CCCCC1
-5,CCOc1cc(/C=N/Nc2nc(NCc3ccco3)nc(Nc3ccc(OC)cc3)n2)ccc1OCc1ccc(Cl)cc1Cl
-4,O=C1Nc2ccc(Br)cc2C1=Cc1nc2ccccc2c(=O)n1Cc1ccccc1
0,Cc1ccc(CN2CCCn3nc(C(=O)NCCc4ccccc4Cl)cc3C2=O)cc1

With a hit mark in RBX1-CUL1 inh, among the entries above:
RBX1-CUL1 inh,Molecule
66*,O=c1[nH]cccc1I

High-throughput results (PubChem)
